Screening data deposited in PubChem BioAssay by Broad Institute.
PglD DTNB – PglD (C. jejuni) enzyme inhibition; 360,000 tested, 0.098% active; purified PglD enzyme, DTNB colorimetric CoA detection; inhibition, % at 12.5 µM; in the data active = inhibition above about 16%, passing the limit was not always enough; also: strong numbers were not always called active
esBAF inh – SWI/SNF esBAF complex inhibition; reporter increase, % at 12.5 µM; mouse ES cells, Bmi1-luciferase knock-in reporter, 24 h; 100% = twice the neutral-well signal; 350,000 tested, 2% active; in the data active = activation above about 40%;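 also: 0% = median of the plate's neutral control wells and 100% = double that signal; a rise in the Bmi1 reporter signal indicates esBAF inhibition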
RAD52 inh – blocks human RAD52 DNA annealing; 360,000 tested, 0.46% active; AID 651710; recombinant RAD52 DNA annealing, FRET fluorescence; inhibition, % at 18.7 µM;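 active = every replicate showing at least 50% inhibition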
Target sequence (P43351 whole entry, looked up): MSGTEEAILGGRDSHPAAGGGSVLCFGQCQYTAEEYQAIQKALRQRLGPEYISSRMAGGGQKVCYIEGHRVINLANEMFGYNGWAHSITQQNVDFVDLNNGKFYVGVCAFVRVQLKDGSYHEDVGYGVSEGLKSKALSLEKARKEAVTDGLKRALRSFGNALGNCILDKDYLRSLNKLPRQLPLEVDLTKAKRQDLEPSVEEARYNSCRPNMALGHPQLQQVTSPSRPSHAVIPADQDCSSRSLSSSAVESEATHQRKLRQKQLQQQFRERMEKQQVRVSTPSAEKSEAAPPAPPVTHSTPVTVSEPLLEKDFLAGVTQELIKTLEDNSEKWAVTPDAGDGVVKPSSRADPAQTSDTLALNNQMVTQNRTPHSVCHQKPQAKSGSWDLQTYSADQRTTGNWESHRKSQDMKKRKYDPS
ERp5 inh – ERp5 (human) disulfide isomerase inhibition | ERp5 insulin aggregation, absorbance 650 nm, 90 min | inhibition, % at 9.99 µM | 350,000 tested, 0.05% active | AID 651711;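 active = mean replicate inhibition above about 25%, with every replicate also reaching it, limit read from the data, passing the limit was not always enough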
Target sequence (Q15084 whole entry, looked up): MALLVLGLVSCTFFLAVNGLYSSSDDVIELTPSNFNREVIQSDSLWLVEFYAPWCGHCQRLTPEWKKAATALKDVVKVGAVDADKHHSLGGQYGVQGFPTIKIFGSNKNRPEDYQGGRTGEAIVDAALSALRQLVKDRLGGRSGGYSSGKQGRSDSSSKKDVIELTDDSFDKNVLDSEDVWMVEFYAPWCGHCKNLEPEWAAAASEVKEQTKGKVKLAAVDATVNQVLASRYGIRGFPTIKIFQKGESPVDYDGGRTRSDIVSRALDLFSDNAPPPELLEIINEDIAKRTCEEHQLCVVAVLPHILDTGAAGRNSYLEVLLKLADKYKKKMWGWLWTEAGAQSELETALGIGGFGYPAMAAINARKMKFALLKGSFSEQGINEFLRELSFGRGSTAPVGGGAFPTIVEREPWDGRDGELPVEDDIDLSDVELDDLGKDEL
E-sel inducer – E-selectin induction on HUVECs; HUVEC E-selectin immunofluorescence imaging; normalized: neutral wells 0, TNF-alpha wells 100; 260,000 tested, 0.37% active; activation, % at 7.58 µM; P16581;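 active = mean E-selectin-positive cell signal at least 10% of the positive control, reached in at least 60% of replicates, without over 20% cell loss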;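 also: in these data hits start at about 27%; measured in HUVEC primary endothelial cells; signal is the percent of cells scored E-selectin positive by PE staining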
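Test system: HUVEC; input: 3,000 HUVEC/well; measured by: immunofluorescence imaging; read-out: % PE-positive cells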
RAD54 inh – RAD54 (human) branch migration inhibition; Q92698; RAD54 Holliday junction branch migration, FAM/BHQ fluorescence; inhibition, % at 10.4 µM; 360,000 tested, 0.14% active; AID 602329;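 active = mean normalized replicate activity at least 40 and at least half of replicates scoring 40 or more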;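 also: 0% = median of neutral control wells and 100% = median of positive control wells; inhibitors cause a drop in the FAM fluorescence signal; in these data hits start at about 50%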
Casp6 inh – inhibitors of human caspase-6; P55212; purified caspase-6, Z-VEID-R110 cleavage fluorescence; inhibition, % at 12.5 µM; 350,000 tested, 0.53% active;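 active = mean inhibition across replicates at least about 35%, with every replicate also reaching that limit, limit read from the data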;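 also: 0% = median of neutral control wells and 100% = no fluorescence left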
ARNT TACC3 PPI – ARNT/TACC3 interaction disruption; AlphaScreen His-ARNT PAS-B/GST-TACC3 binding, luminescence; TACC3 fragment carries E629A point mutation; inhibition, % at 9.99 µM; 390,000 tested, 0.66% active;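 active = mean inhibition of replicates at least 50% and at least half of replicates each reaching 50%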;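 also: 0% = complete ARNT plus TACC3 wells and 100% = ARNT alone without TACC3; many hits fall short of the cut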
Active calls of the source: *; · = no result given. Rows were taken by chance; about 3.2% have a hit in one of these screens.

Compound,ARNT TACC3 PPI,Casp6 inh,PglD DTNB,esBAF inh,RAD52 inh,ERp5 inh,E-sel inducer,RAD54 inh
CC(Oc1ccc(Cl)cc1Cl)C(=O)Nc1ccc(OCC(=O)O)cc1 (stereo unspecified),-4,5,·,·,-16,5,0.0,·
COCC#Cc1ccc([C@H]2[C@@H](CO)N3C(=O)CN(C(=O)C4CCCCC4)C[C@@H]23)cc1,·,-1,·,·,2,9,-0.2,·
CCOC(=O)Nc1ccccc1C(=O)N1CCOCC1,-5,·,-1,-7,·,·,-2.7,-4
O=C(OCC(=O)N1CCCC1)c1ccc(S(=O)(=O)Nc2ccccc2)cc1,-5,4,-3,2,-6,-1,0.4,-3
CC(=O)c1cccc(NC(=O)CSc2ccc(-c3ccco3)nn2)c1,2,20,2,7,-10,10,-0.1,3
Cc1cc(C)cc(N(CC(=O)N2CCC(C)CC2)S(C)(=O)=O)c1,-3,·,8,-8,·,·,·,-7
CCOCCCN(Cc1ccco1)C(=O)c1cc2c(=O)[nH]c3ccc(C)cc3c2s1,2,0,1,-32,-10,3,·,-7
Cc1c(C(=O)n2cnc3ccccc32)cccc1[N+](=O)[O-],-7,-2,-2,-5,-15,2,0.0,4
O=S1(=O)c2c(cccc2N2CCCC2)O[C@H](COCc2ccccc2)CN1C1CC1,·,-1,·,·,-13,8,0.7,·
CC1CCN(c2ccc(NC(=O)Cc3ccccc3)cc2)CC1,2,-1,·,·,-13,1,·,·
COc1ccc2oc(C(=O)N(C)CCOc3ccc(Cl)cc3)c(C)c2c1,·,1,0,-3,-16,0,0.7,6
S=C(Nc1ccccc1)Nn1cnnc1,-2,·,-13,·,·,·,1.6,4
Cc1noc(C)c1COc1ccc(C(=O)N2CCN(c3cccc(Cl)c3)CC2)cc1,2,-3,3,-4,-10,1,-0.5,-8
Cc1ccc(S(=O)(=O)CCc2nc3ccccc3[nH]2)cc1,2,·,·,3,-8,-1,-0.1,-4
CCN(CC(=O)Nc1ccc(NC(C)=O)cc1)C(=O)c1ccc(N2CCCC2)c([N+](=O)[O-])c1,-2,2,-3,0,-9,5,-0.1,-1
Cc1ccc(S(=O)(=O)N(C)C[C@@H]2Oc3c(NC(=O)c4ccncc4)cccc3C(=O)N([C@H](C)CO)C[C@@H]2C)cc1,0,2,-4,-2,-21,4,·,-1
Cc1cccc(C)c1-n1nnnc1C1c2ccccc2C(=O)N1CCCN1CCOCC1 (stereo unspecified),·,-3,·,·,-23,-2,1.7,·
O=C(Nc1ccc(F)cc1F)N1CCN(C(=O)c2ccco2)CC1,3,-3,2,-2,-21,8,-0.6,-2
CCOc1cccc(/C=N/NC(=S)Nc2ccccc2[N+](=O)[O-])c1O,-4,-1,1,·,-12,-6,·,-4
CCCCOc1c(Cl)cc(C(=O)N(C)CC(=O)Nc2ccc(N3CCOCC3)cc2)cc1OCC,2,-2,-3,·,-4,-2,·,2
O=C(N/N=C/c1cccnc1)c1cc(-c2ccc(Cl)cc2)nc2ccccc12,-4,-1,-1,21,-5,2,·,-2
O=C1CCC(C(=O)N2CCCC2)CN1CCc1cccc(F)c1 (stereo unspecified),3,0,1,5,-3,-14,-0.3,6
Cc1ccc(C(=O)N2CCC[C@@H]2C(=O)N2CCC[C@H]2C(=O)NCc2ccccc2)cc1,·,3,·,·,-4,3,0.0,·
O=C(Oc1ccccc1C(=S)N1CCCCC1)c1cc([N+](=O)[O-])cc([N+](=O)[O-])c1,6,·,-4,2,·,·,·,4

Reprinted at random: 4 records from the list.
Compound,ARNT TACC3 PPI,Casp6 inh,PglD DTNB,esBAF inh,RAD52 inh,ERp5 inh,E-sel inducer,RAD54 inh
CCCCOc1c(Cl)cc(C(=O)N(C)CC(=O)Nc2ccc(N3CCOCC3)cc2)cc1OCC,2,-2,-3,·,-4,-2,·,2
O=C(Nc1ccc(F)cc1F)N1CCN(C(=O)c2ccco2)CC1,3,-3,2,-2,-21,8,-0.6,-2
O=C(N/N=C/c1cccnc1)c1cc(-c2ccc(Cl)cc2)nc2ccccc12,-4,-1,-1,21,-5,2,·,-2
Cc1ccc(C(=O)N2CCC[C@@H]2C(=O)N2CCC[C@H]2C(=O)NCc2ccccc2)cc1,·,3,·,·,-4,3,0.0,·

Additional compounds follow.
Compound,ARNT TACC3 PPI,Casp6 inh,PglD DTNB,esBAF inh,RAD52 inh,ERp5 inh,E-sel inducer,RAD54 inh
COc1ccc(-n2c3c(cc(C(=O)N4CCCCC4)c2=O)C(=O)CC(C)(C)C3)cc1,-5,·,0,0,·,·,·,-3
Cc1ccc(C(=O)Nc2c3c(nn2C(C)(C)C)CS(=O)(=O)C3)cc1[N+](=O)[O-],-2,0,-6,-1,-3,-4,·,2
CCOC(=O)/C=C/C(=O)OCC(=O)NCc1ccccc1,18,1,0,-8,-6,2,·,-4
COc1cc(N)ccc1-c1cc2ccccc2oc1=O,-1,4,-5,16,-46,1,0.5,-1
NS(=O)(=O)c1ccc(NC(=O)CSc2nc3ccccc3[nH]2)cc1,-7,6,·,·,-7,-2,·,·
CC(C)NC(=O)N1CCOCCOCCN(C(=O)NC(C)C)CCOCCOCC1,-9,·,7,4,·,·,·,-8
O=C(NCCc1ccco1)C(=O)NCC1OCCCN1S(=O)(=O)c1ccc(Cl)cc1 (stereo unspecified),-19,1,3,-22,-23,1,-0.2,7
Cc1ccc(Cl)c(OC(=O)Cn2cnc3c2c(=O)n(C)c(=O)n3C)c1,-1,2,1,-4,1,-4,·,1
Nc1nc(SCc2ccccc2)sc1C(=O)N1CCCCC1,·,1,-2,60*,-14,6,·,-3
Cc1ccc(-n2nc(C(=O)NN)c(C)c(C#N)c2=O)cc1Cl,-3,-2,-4,-27,-16,2,·,1
CN1CCC(N(C)C(=O)c2ccc(Cl)c(S(=O)(=O)Nc3cc(Cl)ccc3Cl)c2)CC1,·,-4,-3,1,-12,2,·,-5
COc1ccc2nc(NC(=O)C3CCN(S(=O)(=O)c4cccs4)CC3)sc2c1,-3,·,0,-2,·,·,·,1
Nc1c(N2CCOCC2)cc(Cl)c2nonc12,16,·,-3,-2,·,·,·,5
CN1CCN(C(=O)C[C@@H]2CC[C@@H]3[C@H](COC[C@@H](O)CN3CC3CCCCC3)O2)CC1,0,-1,-2,-1,0,3,-0.1,1
Cc1ccc(S(=O)(=O)Nc2ccc(NC(=O)c3c(F)c(F)c(F)c(F)c3F)cc2)cc1,-3,7,·,·,0,-4,·,·
CCN1C[C@@H]2[C@@H]3C(=O)N(Cc4ccccc4)C(=O)[C@@H]3[C@](CC)(C(=O)OC)N2C1=NCc1ccccc1,-2,2,3,-5,-8,7,0.2,-4
CCC(C)Cn1c(C)nc2ccccc21 (stereo unspecified),-9,·,-5,-28,·,·,·,-7
Cc1nc2ccccc2c(=O)n1CCCO,14,·,-1,-8,·,·,·,11
O=C(Nc1ccc(-c2csc(-c3ccccc3)n2)cc1)c1ccccc1Cl,1,0,-1,6,-14,-6,·,3
Cc1cc(C)cc(NC(=O)C2CCCN(S(=O)(=O)c3cnc[nH]3)C2)c1 (stereo unspecified),-7,0,4,-2,-11,-2,·,1
CNC[C@H]1OCCCC[C@H](C)Oc2ccc(NC(=O)c3ccccc3)cc2C(=O)N([C@H](C)CO)C[C@@H]1C,-6,-5,0,-13,-138,0,0.2,-7
CCOC(=O)N1CCC(NC(=O)CS(=O)(=O)Cc2nc(-c3ccccc3C)oc2C)CC1,-5,1,3,-1,-8,1,·,-2
CC(Oc1ccccc1)c1ccn[nH]1 (stereo unspecified),-4,0,0,-5,-7,2,·,8
CN(CCC1CCOCC1)C(=O)C1CCC(=O)N(CCc2cccc(F)c2)C1 (stereo unspecified),-6,2,-2,1,8,0,·,-12
O=C(NNC(=O)c1ccc(Br)cc1)c1ccncc1,-5,-1,-12,-2,-10,-9,·,-12
COC(=O)c1cc2sccc2n1Cc1nc(-c2cccc(Cl)c2)oc1C,-7,0,0,-3,-11,1,-0.1,-1
Cc1ccc(S(=O)(=O)N(C)Cc2ccc(C(=O)N/N=C/c3ccc(OC(F)F)cc3)cc2)cc1,-1,-2,0,·,-4,2,·,-4
O=C(c1cn[nH]c1)N1CCc2c([nH]c3ccccc23)C1c1c(F)cccc1Cl (stereo unspecified),4,0,·,1,-2,1,-0.1,·
CCOC(=O)c1[nH]c(CN2CCN(c3ccc(OC)cc3)CC2)c(C(=O)OCC)c1C,·,0,4,5,-46,0,0.2,-11
CCOC(=O)C1C(=O)Oc2ccc3ccccc3c2C1C1CCOC1=O (stereo unspecified),2,3,3,-3,-15,0,-0.1,-10
O=C(C[C@@H]1CC[C@@H](NC(=O)c2ccc(F)cc2)[C@@H](CO)O1)NCCc1ccncc1,-8,0,2,-4,-7,-2,0.8,-10
Cc1nn(-c2ccccc2)c(Cl)c1C(=O)OCC(=O)NCCc1ccc(S(N)(=O)=O)cc1,·,4,·,·,-1,2,-0.2,·
C[C@@H]1CCCCO[C@H](CN(C)C(=O)Nc2ccc(F)cc2)[C@H](C)CN([C@@H](C)CO)C(=O)c2cc(NC(=O)c3ccncc3)ccc2O1,12,-1,0,1,15,0,-0.2,3
C=C(C)C1CC=C(C)/C(=N/NC(=O)CCC(=O)Nc2ccccc2Cl)C1 (stereo unspecified),22,-1,-2,0,-7,2,·,2
O=C(NCc1ccc(F)cc1F)[C@@H]1CCCN1C(=O)[C@@H]1CCCN1C(=O)c1ccccc1,·,-1,·,·,1,-9,0.0,·
CCOC(=O)CC(=O)Nc1ccn[nH]1,-7,-4,·,·,3,6,·,·
CC(C)N(Cc1nc2ccccc2[nH]1)C(C)C,27,0,-4,-3,-12,3,0.2,6
O=C(NCc1cccnc1)C1CCN(S(=O)(=O)N2CCOCC2)CC1,-1,·,0,-14,·,·,·,-1
CC(Sc1ccc(Cl)cc1)C(=O)NNC(=O)c1ccccc1O (stereo unspecified),-2,-2,0,-10,-7,0,-0.4,-6
O=C(C[C@@H]1CC[C@@H](NC(=O)c2ccccn2)[C@H](CO)O1)NCc1cccc(F)c1,2,-2,-1,-1,9,7,-0.2,5
CCC(=O)NCC(c1cccs1)S(=O)(=O)c1ccc(C)cc1 (stereo unspecified),-1,0,4,1,-6,1,·,1
O=C(c1cccc(Cl)c1)C1CCCN(C(=O)c2ccoc2)C1 (stereo unspecified),-1,-3,·,9,-3,6,·,·
C(=Cc1c[nH]c2ccccc12)c1ccc2ccccc2n1,-15,-1,-6,-62,-20,-4,0.1,-6
CCOC(=O)NCCc1ccc(OC)cc1,0,·,-3,2,·,·,·,-4
CN(CC(=O)Nc1ccc(Cl)c(C(F)(F)F)c1)C(=O)Cn1cc([N+](=O)[O-])ccc1=O,-7,13,8,0,-6,-2,-1.6,-7
Cc1c(NS(=O)(=O)c2ccc(Cl)c(C(=O)OC(C)C(=O)N3CCOCC3)c2)c(=O)n(-c2ccccc2)n1C (stereo unspecified),0,3,-3,1,-5,5,-5.1,2
CCOC(=O)c1oc2ccccc2c1NC(=O)Cc1cccs1,-5,·,3,0,·,·,·,-10
O=C(c1ccc2c(c1)OCO2)N1CC(=O)N2[C@H](CO)[C@@H](c3ccc(C#CCC4CCCC4)cc3)[C@@H]2C1,·,-1,·,·,-2,0,-0.8,·
COc1cccc(NC(=O)Nc2ccc3c(c2)C(=O)N(C)[C@H]2CC[C@H](CC(=O)O)O[C@@H]2CO3)c1,1,·,1,-7,·,·,0.0,-9
CSCC[C@H](NC(=O)Nc1ccc(S(N)(=O)=O)cc1)C(=O)O,-6,1,·,·,-13,5,0.3,·
CCOc1ccc(S(=O)(=O)Nc2ccc(C(=O)NCCCN3CCCC3=O)cc2)cc1,-6,-6,·,0,-13,-4,1.8,·
